Screens: PubChem, National Center for Advancing Translational Sciences (NCATS)
B2AR arrestin: qHTS assay of beta-arrestin-biased ligands of beta2-adrenergic receptor; beta-arrestin recruitment to beta2AR, cell-based reporter; AID 492947, 2010; Beta-2 adrenergic receptor (Homo sapiens), P07550; Potency, µM (top dose mostly 46.1 µM), without a hit: at the highest dose activation, usual class: activators; 330,000 tested, 0.02% active;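 note: potency is the fitted concentration of half-maximal effect; 0% = DMSO controls and full agonism = EC100 isoproterenol or metaproterenol; nearly all actives have a fitted effect of over 65% in size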
Coupling enz: qHTS Assay for Inhibitors of Fructose-1,6-bisphosphate Aldolase from Giardia Lamblia: Coupling assay counterscreen; coupling enzyme system counterscreen, AmpLite Red fluorescence; activity change, negative = inhibition, % at 58.2 µM, hits read low; 290,000 tested, 0.67% active; AID 2472, 2010; in the data active = activity change below about -30%; note: % is set by controls: 0 for no effect and ±100 for the full control effect
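Activity here indicates interference with the coupling reaction, not aldolase inhibition. Compounds at 57.5 uM final met coupling enzymes for 10 min at RT; substrate and AmpLite Red detection followed, with a 525/598 nm fluorescence read after 20 min.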
USP2a inh: qHTS Assay for Inhibitors of Ubiquitin-specific Protease USP2a Using CHOP2 as the Reporter | USP2 core, Ub-CHOP2 coupled fluorogenic reporter, 485/531 | 330,000 tested, 0.01% active | Ubiquitin carboxyl-terminal hydrolase 2 (Homo sapiens), O75604 | Potency, µM (series often up to 38.3 µM), for the others: at the top dose activity change, negative = inhibition, hits mostly inhibitors;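 note: potency is the fitted concentration of half-maximal effect; plate controls were DMSO wells for no effect and full inhibition by NEM control for full effect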
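Deubiquitinase activity read as fluorescence (485/531 nm) after Ub-CHOP2 cleavage activates the enterokinase reporter on its substrate; USP2 core 10nM, Ub-CHOP2 and substrate 25nM each, 30min compound preincubation then 60min RT; data normalized to NEM, curves fitted.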
KCNH2 3.1 inh: qHTS for Inhibitors of KCHN2 3.1: Mutant qHTS. U2OS KCNH2 3.1, thallium flux FluxOr; hits give low values. Potassium voltage-gated channel subfamily H member 2, brain isoform KCNH2 3.1 (human). AID 720553, 2013. activity change, % (tested at about 1.8 µM). 340,000 tested, 0.95% active;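 active = maximum activity change below -70%; inconclusive = maximum activity change from -70% to -50%; inactive = maximum activity change above -50%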;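 note: thallium influx rate constant from kinetic fluorescence after stimulation buffer; % is set by controls: 0 for no effect and ±100 for the full control effect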
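FluxOr-based Tl+ influx in U2OS cells transduced with KCNH2 3.1 virus; rate constants normalized to DMSO controls.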
Menin MLL FP TR: qHTS Assay for Inhibitors Targeting the Menin-MLL Interaction in MLL Related Leukemias: Competition With Texas Red Labeled MLL-derived Mutant Peptide | Menin + Texas Red MLL mutant peptide, fluorescence polarization | Potency, µM (doses to about 61.6 µM), for inactives: at the highest dose FP activity change, negative = inhibition, hits mostly inhibitors | 270,000 tested, 0.23% active; active = well fitted inhibition curve with a large enough effect in the polarisation, with a control signal flat, not every such curve was filed as active; inconclusive = small, poorly fitted or top-dose-only effect, or effect the other way, or a change in a side signal; inactive = no such curve, though single readings can be large or run the other way; the % refers to the polarisation; note: potency is the fitted concentration of half-maximal effect; % of control where 0% means no effect; many of its hits are not listed in these tables
PKM2 activator: qHTS Assay for Activators of Human Muscle isoform 2 Pyruvate Kinase | Pyruvate kinase PKM (Homo sapiens), P14618 | purified PKM2, Kinase-Glo ATP luminescence, activation; response scale: 0% is enzyme alone, no compound | Potency, µM (series often up to 57.5 µM), for inactives: at the highest dose activation, usual class: activators | 260,000 tested, 0.34% active; note: potency is the fitted concentration of half-maximal effect; % is set by controls: 0 for no effect and ±100 for the full control effect; nearly all actives have a fitted effect of over 55% in size
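Purified hPK-M2 (>95% pure) converted ADP (0.1 mM final) to ATP with 0.5 mM PEP in 50 mM imidazole pH7.2, KCl, MgCl2, Tween 20, BSA; 1 h at room temperature. ATP detected by Kinase-Glo luminescence.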
Giardia kill: Small Molecules that selectively kill Giardia lamblia: qHTS. Giardia lamblia trophozoite viability. activity change, % at 7.66 µM, hits read low. 340,000 tested, 0.15% active. AID 540267, 2011; in the data active = activity change below about -80%; inconclusive = between about -30% and that limit;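 note: parasites exposed to compound for two days anaerobically before the ATP read; % is set by controls: 0 for no effect and ±100 for the full control effect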
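Luminescent ATP signal served as the viability read-out, measured 15-30 min after adding ATP detection reagent to trophozoites that had been incubated with compounds for 48 hrs at 37 deg C anaerobically at 100 cells/well.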
MLL CXXC-DNA inh: qHTS Fluorescence Polarization Assay for Inhibitors of MLL CXXC domain - DNA interaction; MLL-CXXC / FITC-HOXA9 DNA fluorescence polarization; Potency, µM (top dose mostly 115 µM), for the others: at the highest dose activity change, negative = inhibition, most hits filed as inhibitors; 290,000 tested, 0.037% active; AID 2662, 2010; active = well fitted inhibition curve with a large enough effect in the polarisation, with a control signal flat, not every such curve was filed as active; inconclusive = small, poorly fitted or top-dose-only effect, or effect the other way, or a change in a side signal; inactive = no such curve, though single readings can be large or run the other way; the % refers to the polarisation; note: potency is the fitted concentration of half-maximal effect
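Purified MLL-CXXC (added from a 7 uM solution) was preincubated 5 min at ambient with pinned compounds in 50 mM Tris-HCl pH 7.5, 50 mM NaCl, 1 mM DTT, 0.05% BSA. Fluorescein-labeled HOX-A9 DNA (50 nM solution) followed, 30 min, then polarization read.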
KCNH2 WT inh: qHTS for Inhibitors of KCHN2 3.1: Wildtype qHTS; Voltage-gated inwardly rectifying potassium channel KCNH2 (Homo sapiens), Q12809; U2OS, BacMam KCNH2, thallium flux FluxOr; hits give low values; activity change, % at 1.84 µM; 340,000 tested, 0.37% active; AID 720551, 2013;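 active = maximum activity change below -70%; inconclusive = maximum activity change between -70% and -50%; inactive = maximum activity change above -50%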; note: % is set by controls: 0 for no effect and ±100 for the full control effect
Target sequence (Q12809 whole entry, looked up): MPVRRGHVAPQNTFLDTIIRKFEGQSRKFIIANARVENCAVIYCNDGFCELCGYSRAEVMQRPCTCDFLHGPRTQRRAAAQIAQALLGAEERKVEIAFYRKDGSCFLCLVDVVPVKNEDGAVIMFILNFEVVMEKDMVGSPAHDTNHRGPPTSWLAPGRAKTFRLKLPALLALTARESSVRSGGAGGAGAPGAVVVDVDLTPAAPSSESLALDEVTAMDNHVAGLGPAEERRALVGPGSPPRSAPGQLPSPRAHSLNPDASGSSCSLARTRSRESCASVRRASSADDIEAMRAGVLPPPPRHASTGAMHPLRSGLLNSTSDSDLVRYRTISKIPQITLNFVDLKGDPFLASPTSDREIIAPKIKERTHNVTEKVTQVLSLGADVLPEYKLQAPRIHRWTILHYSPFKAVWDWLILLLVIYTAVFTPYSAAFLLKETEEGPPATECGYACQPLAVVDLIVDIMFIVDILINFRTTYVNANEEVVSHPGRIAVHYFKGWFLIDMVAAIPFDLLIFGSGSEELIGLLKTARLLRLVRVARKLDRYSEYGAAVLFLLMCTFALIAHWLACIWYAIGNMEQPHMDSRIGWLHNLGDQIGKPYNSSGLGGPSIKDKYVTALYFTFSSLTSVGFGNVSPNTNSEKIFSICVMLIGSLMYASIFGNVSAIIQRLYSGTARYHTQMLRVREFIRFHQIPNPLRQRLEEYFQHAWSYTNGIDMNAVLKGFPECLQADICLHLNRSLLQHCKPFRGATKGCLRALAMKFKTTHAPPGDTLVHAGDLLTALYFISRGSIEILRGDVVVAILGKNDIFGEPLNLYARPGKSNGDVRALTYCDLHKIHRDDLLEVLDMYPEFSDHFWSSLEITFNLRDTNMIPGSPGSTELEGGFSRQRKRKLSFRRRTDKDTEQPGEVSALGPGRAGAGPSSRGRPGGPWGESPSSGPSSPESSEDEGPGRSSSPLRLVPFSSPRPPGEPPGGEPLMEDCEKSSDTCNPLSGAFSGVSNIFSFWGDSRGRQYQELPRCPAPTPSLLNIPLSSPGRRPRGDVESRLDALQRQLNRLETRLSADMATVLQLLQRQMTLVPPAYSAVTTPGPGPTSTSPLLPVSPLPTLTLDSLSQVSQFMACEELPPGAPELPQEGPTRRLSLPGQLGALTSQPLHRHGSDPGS
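U2OS cells were transduced with wild-type KCNH2 virus (2.03 x 10^8 / mL) for 4 h at room temperature, then cultured overnight at 37 C. Thallium flux was read with FluxOr dye. Rate constants were normalized to DMSO controls.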
GALK inh: qHTS Assay for Inhibitors of Human Galactokinase (GALK). 270,000 tested, 0.007% active. Potency, µM (highest dose often 57.5 µM), inactives show top-dose activity change, negative = inhibition, most hits filed as inhibitors. Purified GALK, Kinase-Glo residual ATP luminescence. P51570; note: potency is the fitted concentration of half-maximal effect; % is set by controls: 0 for no effect and ±100 for the full control effect
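Galactose (100 uM) and ATP (35 uM) were turned over by 5 nM GALK for 1 h at RT. Kinase-Glo Plus then converted the remaining ATP into a luminescent signal.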
TRPV1 ag: HTS Assay for Compounds that Act as Agonists of the Vanilloid Receptor 1; TRPV1-expressing cells, Fluo-8 calcium influx, agonist mode; 320,000 tested, 0.19% active; Transient receptor potential cation channel subfamily V member 1 (Homo sapiens), Q8NER1; activation, % at 8.33 µM; in the data active = activation above about 80%; inconclusive = between about 30% and that limit; note: 0% is about no effect
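TRPV1-expressing cells were cultured overnight at 35.5C and loaded with Fluo-8 calcium dye for 40 to 90 min at room temperature. After a 10 s baseline, compound was added and calcium influx was read kinetically for 3 min (ex 480/em 520 nm).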
Active calls of the source: *; ? = inconclusive; . = not tested or not shown; [ ] = another dose, or the depositor's remark. Unless noted, calls come from the whole dose curve; as a rule, active = well fitted curve in the direction sought with a large enough effect; inconclusive = small, poorly fitted or top-dose-only effect, or another doubt; inactive = no such curve, though single readings can be large; an effect the other way counts as inactive or inconclusive. Not all compounds are listed, so the mix of outcomes need not match the whole.

SMILES	B2AR arrestin	Coupling enz	USP2a inh	KCNH2 3.1 inh	Menin MLL FP TR	PKM2 activator	Giardia kill	MLL CXXC-DNA inh	KCNH2 WT inh	GALK inh	TRPV1 ag
O=C1[C@@H]2[C@H](C(=O)N1Cc1cccnc1)[C@H]1C=C[C@@H]2C1	-0.1%	1	2%	-3	.	-7%	-1	-1%	-7	0%	1
COc1cc(S(=O)(=O)NCCN2CCOCC2)ccc1-n1cnnn1	0.2%	2	-1%	26	-18%	11%	-5	-7%	1	0%	-1
CN1C(=O)[C@H](Cc2ccc([N+](=O)[O-])cc2)NC1=S	-0.5%	0	0%	3	-1%	.	-20	?	-2	2%	-3
O=C(COC(=O)c1ccc(S(=O)(=O)N2CCOCC2)cc1)NCc1cccs1	0.0%	4	7%	2	8%	0%	10	-6%	5	0%	4
CC1=C(C(=O)Nc2ccccn2)C(c2ccc(Cl)cc2)NC(=S)N1 (stereo unspecified)	-0.1%	3	-12%	-1	13%	-5%	0	10%	2	4%	-5
NC(=S)N=Nc1c(O)n(C2OC(=O)c3ccccc32)c2ccccc12 (stereo unspecified)	-0.2%	3	-2%	2	?	9%	3	7%	10	3%	-1
Cc1ccc(NS(=O)(=O)c2cccc(C(=O)Nc3cccnc3)c2)c(C)c1	-0.8%	.	0%	15	.	.	-7	.	4	.	.
CCOC(=O)N1CCN(S(=O)(=O)c2ccc(OCC)cc2)CC1	-0.2%	1	-2%	9	-2%	?	-4	2%	-1	-3%	2
Cn1c(=O)[nH]c(=O)c2c1nc(Br)n2CCSc1ncccn1	-0.4%	-12	1%	6	2%	8%	6	-6%	-3	3%	3
COCCN(C)C(=O)CC1C(=O)NCCN1CC(c1ccccc1)c1ccccc1 (stereo unspecified)	0.0%	-3	1%	-8	-11%	1%	?	-9%	-3	-1%	0
S=c1nc(-c2ccccc2)[nH]n1-c1ccccc1	0.1%	5	3%	7	38%[activator]	-11%	-2	-8%	-15	1%	0
O=C(COC(=O)C1c2ccccc2Oc2ccccc21)NC1CCS(=O)(=O)C1 (stereo unspecified)	-0.4%	-13	1%	8	.	19%	9	-5%	-17	4%	.
COCC(=O)N1CCCC(C(=O)c2ccc(-c3ccccc3)c(F)c2)C1 (stereo unspecified)	-0.1%	1	-1%	-10	-20%	0%	4	-3%	-5	-3%	13
COc1ccc(N(C(=O)Nc2ccc(Cl)cc2)C2=NCCC2)cc1	0.3%	-1	-1%	-5	-13%	-4%	3	-2%	5	-2%	2
CSCC[C@H](NC(=O)N1CCn2c1nc1ccccc12)C(=O)NC1CCCCC1	0.3%	.	-1%	8	.	.	11	5%	-1	-4%	18
C/C(=C\C(=O)c1ccc(Br)cc1)Nc1ccc(Cl)cc1	-1.5%	-4	2%	6	-2%	6%	-8	7%	-10	.	0
CCOC(=O)c1nn(C)c(C)c1Cl	-0.4%	1	0%	1	3%	4%	-8	3%	-5	3%	-1
Cc1ccccc1NC(=O)C(C)c1ccc(-c2ccccc2)c(F)c1 (stereo unspecified)	0.1%	0	-1%	-13	.	-4%	8	-3%	3	-3%	4
Cc1ccc(S(=O)(=O)N(CC(=O)NCCSc2ccccn2)c2ccc(C)c(C)c2)cc1	-0.2%	2	0%	-5	-6%	0%	10	11%	7	.	?
O=C(Nc1ccccc1F)c1ccc(-n2cncn2)nc1	0.3%	1	1%	14	4%	0%	3	-18%	-15	3%	7
COC(=O)c1cc(OC)c(OC)cc1NC(=O)CSc1ccccc1	0.4%	.	-3%	4	25%	-8%	13	-2%	1	0%	4
CCOC(=O)c1c(C)n(C)c2ccc(O)c(CN(CC)CC)c12	0.1%	0	3%	5	-12%	-1%	11	32%[activator]	-2	0%	1
Cc1cc2oc(C(=O)N(Cc3cccs3)C3CCS(=O)(=O)C3)cc(=O)c2cc1Cl (stereo unspecified)	-0.4%	4	0%	7	.	-4%	-2	-14%	2	4%	2
O=C(/C=C/c1ccccc1[N+](=O)[O-])N1CCCCC1	0.1%	-11	1%	4	-20%	-7%	-6	-3%	-2	-2%	5
COC(=O)[C@H](Cc1ccccc1)NC(=O)Nc1ccc(OC)cc1	-0.5%	5	-1%	2	.	-6%	11	4%	2	2%	-2
CCOC(=O)c1sc(/S(C)=N\S(=O)(=O)c2cccc(Cl)c2)c2c1CCC=C2 (stereo unspecified)	0.0%	-20	2%	-6	.	-2%	9	9%	0	4%	6
CCNCc1cc2cc(C)ccc2[nH]c1=O	-0.1%	-3	-1%	-12	0%	-14%	-7	6%	4	1%	2
Cc1ccc(S(=O)(=O)NCCCN2CCCC2)cc1	-0.1%	-1	3%	-2	-1%	.	5	-10%	-7	-2%	-5
Cc1ccc(S(=O)(=O)N2CCC(C(=O)OCC(=O)N(C)c3ccccc3)CC2)cc1C	5.5%	.	-1%	0	.	.	12	.	1	.	-1
CC(/C=N/NC(=O)Cn1nnc(N)n1)=C\c1ccc(C(C)C)cc1	2.1%	-2	3%	-9	.	-1%	7	-8%	3	-1%	19
Cc1ccc(S(=O)(=O)Nn2c(C)nnc2-n2nc(C)cc2C)cc1	0.3%	5	-1%	17	-2%	0%	-17	17%	-7	5%	-2
COC(=O)/C=C1\S/C(=N/N=C/c2ccc(Cl)cc2)NC1=O	-0.2%	1	1%	-8	.	-8%	11	-12%	-5	2%	1
Fc1ccc(Cn2nnnc2CN2CCN(C3CCCC3)CC2)cc1	0.1%	8	-1%	-2	-10%	-9%	13	12%	3	1%	4
Cc1ccc2[nH]c(=O)c(CN(C(=O)c3cccc([N+](=O)[O-])c3)C(C)C)cc2c1	-0.1%	3	3%	-7	.	-6%	27	-5%	4	2%	7
CNC(=O)c1c(NC(=O)CS(=O)(=O)c2ccccc2)sc(C)c1C	0.2%	.	1%	-7	.	.	11	.	0	.	5
Cc1cc(C)nc(NC(=O)/C=C/c2ccccc2Cl)c1	-0.3%	1	1%	-4	?	-1%	15	-4%	1	-4%	16
COC(=O)Cc1ccc(OC(=O)c2cccc(S(=O)(=O)N3CCN(C)CC3)c2)cc1	-0.7%	.	1%	1	.	.	-5	.	4	.	0
CCCc1cc(C(=O)Nc2sc(C)c(CC)c2C#N)no1	-0.1%	-1	0%	-25	-4%	7%	27	1%	7	0%	?
CCOC(=O)C(NC(=O)c1ccccc1)=C1CCCCC1	0.1%	3	1%	10	8%	0%	32[activator]	10%	-1	-2%	3
Cc1cccc(NC(=S)NC2CCSc3ccccc32)c1 (stereo unspecified)	0.0%	.	0%	-28	.	0%	-5	-7%	-8	-6%	?
CC(C)n1cc(C(=O)N2CCCC(N3CCN(c4ccc(F)cc4)CC3)C2)cn1 (stereo unspecified)	-0.9%	.	0%	8	.	-8%	8	17%	5	4%	-3
COc1cc(S(=O)(=O)NCCCn2ccnc2)ccc1F	-1.0%	1	0%	21	-1%	9%	-6	9%	-13	5%	3
O=C(O)c1ccn2c(C(=O)c3ccc(Cl)cc3)c(-c3ccccc3)cc2c1	-0.7%	2	0%	-4	.	-2%	-3	0%	-6	-5%	1
CCOC(=O)c1c(S(=O)(=O)NCC(=O)N2CCN(c3ccccc3)CC2)c(C)n(C)c1C	0.5%	.	-7%	-14	.	.	-5	0%	-8	1%	1
O=C1N/C(=C/c2ccco2)C(=O)N1Cc1ccccc1F	-1.8%	0	1%	8	12%	?	-3	5%	5	.	14
COc1ccc(N2CCN(S(=O)(=O)c3cccs3)CC2)cc1	-0.2%	1	4%	-12	11%	-3%	15	5%	-16	4%	9
CS(=O)(=O)N1CCN(c2ccc(NC(=O)CSc3nnc(-c4ccco4)o3)cc2)CC1	-0.1%	5	1%	-2	30%	-2%	-13	2%	-1	3%	0
